ST2 inh: inhibitors of human ST2 (IL1RL1) binding to IL-33, primary screen, biochemical, AlphaLISA; AlphaLISA ST2-Fc/biotin-IL-33 interaction, 1 h; inhibition, % for hits at 17 µM; actives 2.3% (n = 78,000); in the data active = inhibition above about 30%; inconclusive = mostly about 10% to 28%
Target sequence (Q01638 whole entry, looked up): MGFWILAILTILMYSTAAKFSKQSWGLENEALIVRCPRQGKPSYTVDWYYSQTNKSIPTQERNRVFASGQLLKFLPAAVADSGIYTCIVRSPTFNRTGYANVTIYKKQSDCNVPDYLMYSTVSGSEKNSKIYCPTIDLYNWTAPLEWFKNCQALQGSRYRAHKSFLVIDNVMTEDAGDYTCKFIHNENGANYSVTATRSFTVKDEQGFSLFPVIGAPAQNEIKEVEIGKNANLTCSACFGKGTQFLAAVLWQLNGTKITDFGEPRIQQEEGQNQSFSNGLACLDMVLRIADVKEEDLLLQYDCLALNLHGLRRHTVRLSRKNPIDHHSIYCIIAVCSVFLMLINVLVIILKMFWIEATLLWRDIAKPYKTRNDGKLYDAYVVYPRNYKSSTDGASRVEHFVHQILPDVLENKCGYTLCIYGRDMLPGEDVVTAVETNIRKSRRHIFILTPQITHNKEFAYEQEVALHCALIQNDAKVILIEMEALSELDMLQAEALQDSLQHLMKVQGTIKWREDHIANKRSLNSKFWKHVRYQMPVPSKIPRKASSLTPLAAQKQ
* = called active by the depositor; i = inactive; ? = inconclusive; ! = a repeat was not active. The list is partial; rates above refer to the full screens.

No.	SMILES	ST2 inh
1	N#Cc1ccc(NC(=O)c2cc(-c3cccs3)on2)cc1	i
2	CCNC(=O)C1CCN(c2cc(C)nc(-c3cccnc3)n2)C1 (centres undefined)	?
3	Cn1c(=O)n(C)c2cc(CNC(=O)CC3COCCN3)ccc21 (centres undefined)	i
4	CCN(CC)CCCNCc1cccc(Br)c1	i
5	Cc1cc(Cl)ccc1NC(=O)Cc1cccs1	i
6	O=c1[nH]nc(Cc2ccncc2)n1CCc1ccccc1F	?
7	CC(C)CN(Cc1cnn(C)c1)C(=O)c1cccnc1N1CCOCC1	?
8	Cc1ccc(C(=O)COC(=O)c2cc(=O)[nH]c3ccccc23)cc1C	i
9	CCC(=O)NCc1ccccc1-c1cccc(-n2cccn2)c1	?
10	Cc1noc(C)c1CC(=O)N1CCCC(CCc2ccc(F)cc2)C1 (centres undefined)	i

Brought forward from above: four entries, followed by the next part.
No.	SMILES	ST2 inh
7	CC(C)CN(Cc1cnn(C)c1)C(=O)c1cccnc1N1CCOCC1	?
8	Cc1ccc(C(=O)COC(=O)c2cc(=O)[nH]c3ccccc23)cc1C	i
9	CCC(=O)NCc1ccccc1-c1cccc(-n2cccn2)c1	?
10	Cc1noc(C)c1CC(=O)N1CCCC(CCc2ccc(F)cc2)C1 (centres undefined)	i
11	N=C1SCCN1CC(=O)c1ccc(Br)cc1	48.0%*!
12	NS(=O)(=O)c1ccc(CCNC(=O)c2sc3ncccc3c2-n2cccc2)cc1	i
13	Cc1[nH]nc(SCC(=O)N2CCc3ccccc3C2)c1[N+](=O)[O-]	i
14	CCC(C)NC(=O)c1ccc2c(c1)N(Cc1ccc(F)cc1Cl)C(=O)CS2 (centres undefined)	i
15	O=C(NC1CC1)C1CCC(=O)N1Cc1ccccc1Cl (centres undefined)	i
16	Cn1c(=O)n(Cc2ccccc2Cl)c(=O)c2c1nc1n2CCN1Cc1ccco1	i
17	CCOc1ccc(CNc2cccc(-c3nc4ccccc4o3)c2)cc1	?
18	Clc1ccc(-c2nc(-c3ccccc3)no2)cc1Cl	i
19	O=C1c2ccc(-c3ccc4c(c3)C(=O)N(CCO)C4=O)cc2C(=O)N1CCO	i
20	Cc1ccc(CN2C(=O)CCC2C(=O)NCc2ccc3c(c2)OCO3)cc1 (centres undefined)	i
21	Cn1cc(CN2CCC(CCC(=O)NCc3ccc(F)cc3)CC2)c2ccccc21	?
22	O=C(CCS(=O)(=O)c1ccc(Br)s1)Nc1ccc(Br)cc1	i
23	CCn1cc(C(=O)NCCC(C)C)c(=O)c2cc(S(=O)(=O)N(C)C3CCCCC3)ccc21	?
24	CNc1nc(-c2ccccc2)cc(-c2ccccc2)n1	i
25	CCSc1nnc(NC(=O)c2ccoc2C)s1	i
26	Cc1ccc(F)cc1-c1ccccc1C(N)=O	i
27	O=C(Nc1cccnc1)c1sc2cccc(Cl)c2c1Cl	i
28	O=[N+]([O-])c1ccc(/C=C/c2ccc(O)cc2)cc1	?
29	CCOc1cccc2cc(C(N)=O)c(=Nc3ccccc3C)oc12	i
30	CN(C)S(=O)(=O)Nc1ccc(N2CCC(NCC3(c4ccccc4)CCOCC3)CC2)cc1	i
31	OC[C@@H]1O[C@H](CNC2CCOCC2)[C@H](N2CCOCC2)[C@@H]1O	?
32	Cc1ccc(CNC(=O)C(NS(=O)(=O)c2cccs2)C(C)C)cc1 (centres undefined)	i
33	O=C(c1ccco1)N1C[C@H]2OC(=O)N(CCCN3CCOCC3)[C@H]2C1	?
34	CC(C)c1noc(CN(C)C2CCN(C(=O)c3cccs3)CC2)n1	i
35	c1ccc(-c2nc3c(c(NC4CCCNC4)n2)CCC3)cc1 (centres undefined)	i
36	CCCc1cc(C(=O)N2CCC(C(=O)O)CC2)n[nH]1	i
37	CCCCOc1ccc(C(=O)Nc2ccc(NC(C)=O)cc2)cc1	?
38	NC(=O)CN1CCC=C(CNC(=O)COc2ccccc2)C1	i
39	C=CCc1c(C)nc2nc(SCC(=O)Nc3cccc(Cl)c3C)nn2c1C	i
40	Cc1ncccc1C(=O)N1CCCC(CNC(=O)c2ccc(-c3ccccc3)cc2)C1 (centres undefined)	i
41	CCc1cccc(NS(=O)(=O)c2ccc3[nH]c(=O)sc3c2)c1	i
42	O=C(Nc1ccc(F)cc1)c1ccc(Cl)c(Cl)c1	i
43	CCOC(=O)c1c[nH]c2ccc(F)cc2c1=O	i
44	O=C(O)CCC(=O)Nc1ccccc1Br	i
45	CC(=O)N1c2ccccc2NC2=C(C(=O)CCC2)C1c1ccc(Cl)cc1Cl (centres undefined)	i
46	CCOC(=O)C1C(=O)C=C(c2cccs2)CC1c1ccccc1OC (centres undefined)	?
47	CCCCN(CC)CCCNC(=O)c1cn(C)c(=O)c2c1c1ccccc1n2C	i
48	Cc1ccccc1OC1CN(C(=O)c2ccc3[nH]c(=O)[nH]c3c2)C1	i
49	Cc1cc(C(=O)N2CCCC2C(=O)Nc2ccc(-c3cccc(F)c3)cc2)no1 (centres undefined)	?
50	Oc1oc(-c2ccc(Br)cc2)nc1C=Nc1ccccc1Cl	i

Given with each value named: part of the list above
3: Cn1c(=O)n(C)c2cc(CNC(=O)CC3COCCN3)ccc21 (centres undefined)
  ST2 inh: i
4: CCN(CC)CCCNCc1cccc(Br)c1
  ST2 inh: i
5: Cc1cc(Cl)ccc1NC(=O)Cc1cccs1
  ST2 inh: i
6: O=c1[nH]nc(Cc2ccncc2)n1CCc1ccccc1F
  ST2 inh: ?

More results
No.	SMILES	ST2 inh
51	O=C(Cc1ccc([N+](=O)[O-])cc1)Nc1cccc(Cl)c1	?
52	O=C(C1CCN(S(=O)(=O)c2cccs2)CC1)N1CCCCCC1	i
53	COc1cc(NS(=O)(=O)c2ccc(NC(=O)CN3C(=O)c4ccccc4C3=O)cc2)ncn1	i
54	Cc1c(N=Cc2cn(C)c3ccccc23)c(=O)n(-c2ccccc2)n1C	i
55	Cc1ccccc1C(NC(=O)Cn1[nH]c(=O)ccc1=O)c1ccncc1 (centres undefined)	?
56	Cn1c(C(=O)N2CCCC3(CC2)CNC(=O)O3)ccc1-c1ccccc1 (centres undefined)	?
57	COc1cc(OC)c(C2C(C(=O)Nc3ccccc3)=C(C)Nc3ncnn32)cc1OC (centres undefined)	?
58	CC(C)C(=O)Nc1cccc(-c2cccc3c2CCNC3)c1	i
59	CCOc1ccc(S(=O)(=O)N2CCN(c3nc(C)cc(N4CCCC4)n3)CC2)cc1	i
60	COc1ccc(-c2c3c(=O)n(C)c(=O)n(C)c3cn2-c2ccc(C)cc2)cc1	i
61	O=C(c1cnn2c1CCCC2)N1[C@@H]2CC[C@H]1CC(O)C2 (some centres undefined)	i
62	COc1ccccc1CN1CCN(C(=O)c2cc(OC)c(OC)c(OC)c2)CC1	i
63	NC(=O)COc1ccccc1C(=O)NC12CC3CC(CC(C3)C1)C2	?
64	O=C(/C=C/c1ccc(O)c2c1C(C(=O)O[C@H](Cc1ccc(O)c(O)c1)C(=O)O)C(c1ccc(O)c(O)c1)O2)O[C@H](Cc1ccc(O)c(O)c1)C(=O)O (some centres undefined)	i
65	CCOC(=O)c1ccc2[nH]cc(C(C)=O)c(=O)c2c1	i
66	CCOc1ccc(CCNC(=O)Cc2c(C(=O)O)[nH]c3ccc(Cl)cc23)cc1OCC	i
67	CCCn1c2ccccc2c2nnc(SCC(=O)Nc3ncccn3)nc21	i
68	CCOC(=O)c1cc2c(ccc3oc4c(c32)CCCC4)oc1=O	i
69	O=C(O)CCC/C=C\C[C@@H]1[C@@H](/C=C/[C@H](O)C2Cc3ccccc3C2)[C@@H](F)C[C@@H]1O	i
70	COc1ccccc1OC(C)c1nc(Cc2cccc(C(F)(F)F)c2)no1 (centres undefined)	?
71	Cc1ccc(C)c(CN2C(=O)CSc3ccc(C(=O)NCc4cccs4)cc32)c1	?
72	CCOC(=O)c1oc2ccccc2c1NC(=O)C1CC1	i
73	COc1ccc(Cl)cc1NC(=O)CSc1nc2c(c(=O)n1-c1ccc(C)cc1)SCC2	?
74	O=c1/c(=C/c2ccc(OCc3ccccc3)cc2)sc2nc(-c3ccncc3)nn12	?
75	CC(=O)N1CCc2cc(Br)cc(S(=O)(=O)CCC(=O)NC3CCCCC3C)c21 (centres undefined)	i
76	Cc1cc(Br)ccc1OCC(=O)NC1CCCC1	i
77	Cc1ccc(F)c(NC(=O)CCC(=O)NC[C@@H]2C[C@@H]3C=C[C@H]2C32CC2)c1	i
78	CC(=C/c1ccccc1)/C=C1/SC(=O)N(c2ccc(O)cc2)C1=O	45.0%*
79	c1ccc(-c2ccc(CN3CCCn4cncc4C3)cc2)nc1	i
80	COc1ccccc1C(CCNCc1ccc(N(C)C)cc1)C1CCOC(C)(C)C1 (centres undefined)	i

Fetched by compound from above, 3 records:
No.	SMILES	ST2 inh
28	O=[N+]([O-])c1ccc(/C=C/c2ccc(O)cc2)cc1	?
75	CC(=O)N1CCc2cc(Br)cc(S(=O)(=O)CCC(=O)NC3CCCCC3C)c21 (centres undefined)	i
15	O=C(NC1CC1)C1CCC(=O)N1Cc1ccccc1Cl (centres undefined)	i

Additional results follow.
No.	SMILES	ST2 inh
81	Cc1nn(-c2ccccc2)c(C)c1[C@@H]1C=C[C@@H](NC(=O)CCCC(=O)O)C1	?
82	CCOc1ccccc1N1CCN(Cc2ccsc2)CC1	i
83	O=C(O)c1cc(=O)c2ccc(Cl)cc2[nH]1	i
84	O=S(=O)(Nc1ccccc1Br)c1ccc(Br)s1	i
85	COc1ccc2nc3oc(C(=O)NC4CC4)cc3cc2c1	?
86	COc1ccc(C(O)(CCN2CCCCC2)C2CCCCC2)cc1 (centres undefined)	?
87	CCOC(=O)C1CCN(C(=O)CSc2cc(=O)n(C)c3ccccc23)CC1	i
88	O=C(Nc1cc(Cl)ccc1O)c1cc(C2CC2)on1	i
89	CCOC(=O)C1C(=O)C=C(c2ccco2)CC1c1cccs1 (centres undefined)	i
90	COc1ccc2c(c1)CCc1c(C(=O)N3CC4(C)CC3CC(C)(C)C4)noc1-2 (centres undefined)	i
91	O=C(C1CC1)N1CCC(Cn2cc(-c3ccccn3)nn2)CC1	i
92	COc1ccc(NC(=O)CSc2cn(C)c3ccccc23)c(OC)c1	i
93	O=C(Nc1nonc1NC(=O)C1CC1)C1CC1	i
94	COc1ccc(C2SCCN2S(=O)(=O)c2ccc(I)cc2)cc1 (centres undefined)	i
95	Cc1ccc(C)c(CN2CCCN(CC(=O)NC3CCCCC3)S2(=O)=O)c1	i
96	O=C(c1ccccc1)N1CCN(c2ncnc3c2cnn3-c2ccccc2)CC1	i
97	CN1C[C@@H](NC(=O)c2cncnc2)C[C@H]1c1nc(-c2cnccn2)no1	i
98	O=C1CSC2(C(=O)Nc3ccccc32)N1c1cccc(Cl)c1 (centres undefined)	i
99	COc1cc2ccc(=O)oc2c(OC)c1OC	i
100	Cc1oc(C(C)C)cc1C(=O)N1CCN(C)C2(CCN(C)CC2)C1	i
101	Cc1nnc(SCCCn2cnc(-c3ccccc3)c2C2CCOC2)s1 (centres undefined)	i
102	CCOC(=O)C1=C(c2ccccc2)NC(SCC(=O)OC)=C(C#N)C1c1cccnc1 (centres undefined)	i
103	C=CCSc1nc(-c2cccs2)ccc1C#N	?
104	COc1ccccc1-n1c(SCc2ccccc2C)nc2c(c1=O)SCC2	?
105	O=C(CC1COCCN1)N1CCC(OCc2cccnc2)CC1 (centres undefined)	?
106	O=C(CSc1nc(O)cc(=O)[nH]1)c1ccccc1	i
107	Cc1cccc(C(=O)NCN2CCN(c3ccccc3C#N)CC2)c1	i
108	O=C(NCCc1ccc(Cl)cc1)C1CCC(=O)N1Cc1ccc(F)cc1 (centres undefined)	i
109	Cc1ccc(N2CC(NC(=O)c3cc4ccccc4o3)CC2=O)cc1 (centres undefined)	i
110	COc1ccc(C(=O)Nc2c(C(N)=O)oc3ccccc23)cc1OC	i
111	COc1ccc(NS(=O)(=O)c2ccc3c(c2)CCN3C(=O)CCC(=O)O)cc1OC	i
112	CCCCOc1ccc(C2=N/C(=C\c3cccc([N+](=O)[O-])c3O)C(=O)O2)cc1	i
113	CCN(CC)CCNC(=O)c1cc(-c2ccncc2)nc2ccccc12	?
114	COc1ccc(NC(=O)Cc2c(C(=O)O)[nH]c3ccc(Cl)cc23)c(OC)c1	i
115	O=C(NC1CC(=O)N(c2ccccc2)C1)C1CCCCC1 (centres undefined)	i
116	CC1=C(C(=O)OCc2ccccc2)C(c2ccccc2OC(C)C)CC(=O)N1 (centres undefined)	i
117	COc1ccc(OCC(=O)Nc2cccc(N3CCCS3(=O)=O)c2)cc1	?
118	Cc1noc(C)c1S(=O)(=O)Nc1ccccc1Cl	i
119	Cc1ccccc1CN1CCC(CN(CC2CCCO2)C2CCSCC2)CC1 (centres undefined)	i
120	COc1ccccc1C(=O)Nc1cccc(-c2nc3ccccc3o2)c1	i
121	CC(C)NC(=O)CN1C(=O)C2CCCCN2c2ccc(S(=O)(=O)N3CCCCC3)cc21 (centres undefined)	i
122	c1cncc(-c2nc(NC3CCCCC3)c3ccccc3n2)c1	i
123	CO[C@H]1c2cc(C(C)C)c(O)c(O)c2[C@@]23CCCC(C)(C)C2[C@@H]1OC3=O (some centres undefined)	i
124	O=C(CCC1CCCC1)Nc1ccc(Cl)cn1	i
125	O=C(Nc1cccc(F)c1)c1cc2c(=O)oc3ccccc3c2s1	i
126	CC(C)Cc1ccc(S(=O)(=O)NC2CCCC(C)C2C)cc1 (centres undefined)	i
127	CCOC(=O)C1(C/C=C/c2ccccc2)CCCN(C(=O)C(=O)c2ccccc2)C1 (centres undefined)	i
128	COc1ccccc1CNc1ccc2c(c1)ncn2C(C)(C)C	i
129	Cc1ccc(C(O)C#CC(O)(c2ccccc2)c2ccccc2)o1 (centres undefined)	?
130	COc1ccccc1C1C(C#N)=C(N)Oc2n[nH]c(C(F)(F)F)c21 (centres undefined)	i
131	COc1cc(C2Nc3ccc4ccccc4c3C3=C2C(=O)CC(C)(C)C3)cc(OC)c1OC(C)=O (centres undefined)	i
132	Cc1ccc(-c2nnc(NCc3ccco3)c3ccccc23)cc1	i
